ADAM17 inh: inhibits human ADAM17; P78536; recombinant ADAM17, EDANS/DABCYL FRET peptide cleavage; inhibition, % at 6.95 µM; 370,000 tested, 0.83% active;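 active = inhibition above the mean of compounds lying between control limits plus 3 SD, set per campaign, cut at about 8.5% in these data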;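 note: 0% = DMSO-only wells as the low control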
PLC-gamma1 inh: PLC-gamma1 (human) inhibition, primary screen; purified PLC-gamma1, fluorogenic substrate, fluorescence; P19174; inhibition, % at 12.2 µM; 370,000 tested, 0.84% active; AID 720700; in the data active = inhibition above about 9.5%
PLCb3 inh: blocks human PLC-beta3 enzyme activity | Purified PLC-beta3, fluorogenic substrate, fluorescence | inhibition, % at 12.2 µM | 370,000 tested, 0.18% active | AID 720704; in the data active = inhibition above about 11%;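 note: 0% = median of compound wells on plate and 100% = full blocker control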
ADAM10 inh: inhibits human ADAM10; inhibition, % at 7 µM; O14672; AID 720582; 370,000 tested, 0.62% active; recombinant ADAM10, EDANS/DABCYL FRET peptide cleavage, 3 h;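 active = inhibition above a per-campaign cutoff equal to the mean of compounds falling between control-based bounds plus 3 SD, cut at about 20% in these data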;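 note: 0% = DMSO wells while the 100% control is not disclosed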
Target sequence (O14672 214-748 limits assumed): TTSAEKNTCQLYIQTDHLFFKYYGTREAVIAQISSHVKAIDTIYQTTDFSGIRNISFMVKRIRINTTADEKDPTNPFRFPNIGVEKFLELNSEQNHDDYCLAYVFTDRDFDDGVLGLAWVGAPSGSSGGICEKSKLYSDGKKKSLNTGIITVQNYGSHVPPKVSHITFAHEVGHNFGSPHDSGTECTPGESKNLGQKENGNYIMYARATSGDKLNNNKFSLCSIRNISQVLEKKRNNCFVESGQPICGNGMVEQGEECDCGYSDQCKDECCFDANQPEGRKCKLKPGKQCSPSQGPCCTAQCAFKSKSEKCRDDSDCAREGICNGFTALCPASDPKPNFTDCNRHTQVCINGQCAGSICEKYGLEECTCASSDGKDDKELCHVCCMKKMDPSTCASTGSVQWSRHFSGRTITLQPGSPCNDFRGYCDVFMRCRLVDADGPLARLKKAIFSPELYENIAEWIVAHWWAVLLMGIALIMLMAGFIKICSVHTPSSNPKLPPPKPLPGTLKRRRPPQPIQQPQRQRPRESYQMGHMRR
SIAE inh: blocks human sialic acid acetylesterase | 370,000 tested, 0.69% active | AID 1053197 | Q9HAT2 | inhibition, % at 9.66 µM | SIAE FP-Rh probe binding, fluorescence polarization;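 active = inhibition above a cutoff: mean of compounds within the control limits plus 3 SD of those, cut at about 17% in these data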;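 note: 0% = plate median of compound wells and 100% = probe without SIAE protein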
ASAP1 inh: blocks human ASAP1-stimulated Arf1 GTP hydrolysis; Q9ULH1; GDP FP detection; inhibition, % at 16.5 µM; 360,000 tested, 0.19% active; AID 624377; in the data active = inhibition above about 25%;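 note: 0% = vehicle with enzyme and substrate and 100% = no enzyme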
DDE Tn7 FP inh: DD(E)-Tn7 binding inhibition, primary FP screen | inhibition, % at 8.3 µM | 370,000 tested, 0.13% active | FP displacement of FITC-Tn7 peptide from fibrin DD(E); 0% = median of compound wells per plate;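 active = inhibition above the mean of compounds falling within the control limits plus 3 SD of them, cut at about 14% in these data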;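 note: 0% = plate median of compound wells and 100% = 10 µM Aha-Tn7 peptide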
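Test system: human clot-derived fibrin DD(E) complex / Quantity: 2 µM final DD(E) protein / Incubation: 10 min plus 3 h, room temperature / Measured by: fluorescence polarization / Benchmarks: high control of 10 µM Aha-Tn7 peptide / Replicates: singlicate testing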
TDP2 inh: TDP2 (human) inhibition, absorbance primary screen | 370,000 tested, 0.34% active | O95551 | inhibition, % at 12.8 µM | recombinant TDP2, T5PNP hydrolysis, p-nitrophenol absorbance 415 nm;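 active = inhibition above the mean of all tested compounds plus 3 SD, set per campaign, cut at about 25% in these data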;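 note: 0% = DMSO with enzyme and 100% = buffer with substrate but no TDP2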
Target sequence (O95551 whole entry, looked up): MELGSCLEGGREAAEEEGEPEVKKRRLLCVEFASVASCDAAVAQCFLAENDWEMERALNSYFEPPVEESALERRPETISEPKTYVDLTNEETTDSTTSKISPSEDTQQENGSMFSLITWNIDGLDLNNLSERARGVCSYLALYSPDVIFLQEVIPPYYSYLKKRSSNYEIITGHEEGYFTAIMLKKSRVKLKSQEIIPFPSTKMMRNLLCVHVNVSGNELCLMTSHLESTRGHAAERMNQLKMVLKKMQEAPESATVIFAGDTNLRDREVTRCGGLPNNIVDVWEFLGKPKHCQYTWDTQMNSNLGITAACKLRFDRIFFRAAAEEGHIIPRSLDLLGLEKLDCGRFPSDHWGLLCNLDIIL
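Read-out basis: percent inhibition. System: recombinant human TDP2. Buffer or medium: Mg2+-containing Tris-HCl buffer, pH 7.5. Repeats: single replicate. Timing: reaction 2 h, 37 °C. Benchmarks: high control without enzyme, low control DMSO plus TDP2. Probe or stimulus: 5 mM T5PNP. Doses: 12.8 µM only. Measured by: epi absorbance of p-nitrophenol freed from T5PNP by hydrolysis.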
DDE Tn6 FP inh: disrupts Tn6 cyclic peptide binding to fibrin D-Dimer-E complex | P02675 | Fibrin DD(E) TRITC-Tn6 fluorescence polarization displacement | inhibition, % at 8.3 µM | 370,000 tested, 0.21% active | AID 720509;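 active = inhibition above a per-campaign cutoff: mean of compounds within control limits plus 3 SD, cut at about 15% in these data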;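 note: 0% = median of all compound wells on the plate and 100% = blocking peptide control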
ARFGAP1 inhibitor: rat ARFGAP1 inhibition; Q62848; Arfgap1-stimulated ARF1 GTP hydrolysis, GDP FP detection; inhibition, % at 16.5 µM; 360,000 tested, 0.26% active; AID 651572;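 active = inhibition above a per-plate limit, mean inhibition of low control wells plus 3 SD, cut at about 25% in these data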;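 note: 0% = DMSO wells with enzyme and 100% = wells lacking Arfgap1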
Target sequence (Q62848 1-136 limits assumed): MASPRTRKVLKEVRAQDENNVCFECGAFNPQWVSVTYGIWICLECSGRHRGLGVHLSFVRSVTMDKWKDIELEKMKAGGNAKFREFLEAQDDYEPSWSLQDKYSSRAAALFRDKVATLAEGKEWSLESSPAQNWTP
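System: truncated rat Arfgap1 GAP domain / Benchmarks: high control wells lacking Arfgap1, low control full reaction with DMSO / Times: compound-enzyme preincubation 20 min, reaction 120 min, detection 60 min, 25 °C / Repeats: one replicate per compound / Also added: human ARF1(Δ1-17)-GTP substrate / Measured by: Tracer-displacement fluorescence polarization with EDTA stop, 620/688 nm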
Numbers without * were called inactive; i = inactive; . = not tested or not shown.

Values run as follows: ADAM17 inh	PLC-gamma1 inh	PLCb3 inh	ADAM10 inh	SIAE inh	ASAP1 inh	DDE Tn7 FP inh	TDP2 inh	DDE Tn6 FP inh	ARFGAP1 inhibitor
> Cc1ccc(S(=O)(=O)N2CCN(C(=O)COC(=O)CC(C)c3ccccc3)CC2)c(C)c1 (stereo not drawn)
→ 2	0	-3	7	0	1	3	9	-8	3
> COc1ccc(CCN(Cc2cccs2)S(=O)(=O)c2ccc(S(=O)(=O)N(C)C3CCCCC3)cc2)cc1OC
→ 0	0	3	-6	-1	11	1	13	1	6
> C=CCOc1c(Br)cc(CNCCCN2CCOCC2)cc1OC
→ 1	3	2	-1	10	-3	-6	7	7	14
> Cc1ccc(C(=O)NC(=S)Nc2cccc(NC(=O)c3ccccc3Cl)c2)cc1[N+](=O)[O-]
→ -2	3	-1	3	4	15	-6	1	-7	17
> CCCCn1c2c(c(=O)n(C)c1=O)C(CC(=O)OCC(=O)Nc1cccc(C(F)(F)F)c1)C(=O)N2 (stereo not drawn)
→ 3	-8	-10	10	3	-10	2	-2	3	-15
> CC(C)OC(=O)NC(c1ccccc1)C(Cl)(Cl)Cl (stereo not drawn)
→ 2	1	3	1	2	-11	2	-1	8	9
> Cc1ccc(CS(=O)Cc2ccc(C(=O)NCc3ccc(OC(C)C)cc3)o2)cc1 (stereo not drawn)
→ -3	-3	-6	2	1	-5	0	0	-10	2
> CCOc1ccc(CN2CCN(C3CCSCC3)CC2CCO)cc1 (stereo not drawn)
→ -4	-3	1	-11	-3	3	-5	-1	-3	-1
> O=C(CC(O)(c1ccccc1)C(F)(F)F)c1cccs1 (stereo not drawn)
→ -2	0	1	-5	-6	-1	-9	7	0	-9
> Cc1cc(C(C)(C)C)cc(C)c1CCNC(=O)c1c(C)noc1C
→ 2	-2	2	-15	-4	8	-7	-16	3	9
> CC(C)OCCCN1CN(S(=O)(=O)c2ccc(Cl)cc2)c2nc3ccccc3nc21
→ -28	-16	-21	-71	-3	-5	-4	12	9	-5
> C[C@@H]1CN([C@@H](C)CO)C(=O)CCCn2nncc2CO[C@@H]1CN(C)C(=O)Nc1ccc(N2CCCCC2)cc1
→ -4	0	-2	-15	-1	15	7	6	6	-5
> O=C(CN1CCCCC1)Nc1ccccc1Cl
→ -5	5	3	-4	-1	6	-1	-6	-8	12
> Cn1c(Cn2nnc(-c3ccccc3)n2)nnc1SCc1ccccc1Cl
→ -1	2	-3	-2	-1	-7	2	-6	0	15
> N#Cc1c(N)nc2c(c1N)CC(COc1ccccc1)O2 (stereo not drawn)
→ -4	-1	0	-9	-1	-11	4	4	-1	-6
> CCC(C)(C)NC(=O)Cc1ccc(Cl)cc1
→ -2	-1	2	-3	1	-7	-5	4	6	5
> CCN(CC)C(=O)N1CCN(S(=O)(=O)c2ccccc2)CC1
→ -2	-2	3	-9	-6	-4	-6	-1	1	-4
> C#CCN(C[C@@H]1[C@@H](OC(=O)NC2CCCC2)[C@@H](OC(=O)NC2CCCC2)CN(C(=O)OC(C)C)N1C(=O)OC(C)C)S(=O)(=O)c1ccc(C)cc1
→ 15*	11*	0	32*	-18	5	-3	-24	-3	2
> COc1cc2c(-c3ccccc3)c(C)oc2cc1/C=N/NC(N)=S
→ -8	-10	-22	-19	1	-4	3	-6	8	12
> CC(C)(C)c1ccc(OCCC(=O)OCC(=O)NC2CCCCC2)cc1
→ 1	1	-6	5	-4	-15	5	3	3	3

Already shown: entries from further up.
Values run as follows: ADAM17 inh	PLC-gamma1 inh	PLCb3 inh	ADAM10 inh	SIAE inh	ASAP1 inh	DDE Tn7 FP inh	TDP2 inh	DDE Tn6 FP inh	ARFGAP1 inhibitor
> Cc1ccc(S(=O)(=O)N2CCN(C(=O)COC(=O)CC(C)c3ccccc3)CC2)c(C)c1 (stereo not drawn)
→ 2	0	-3	7	0	1	3	9	-8	3
> COc1ccc(CCN(Cc2cccs2)S(=O)(=O)c2ccc(S(=O)(=O)N(C)C3CCCCC3)cc2)cc1OC
→ 0	0	3	-6	-1	11	1	13	1	6
> C=CCOc1c(Br)cc(CNCCCN2CCOCC2)cc1OC
→ 1	3	2	-1	10	-3	-6	7	7	14
> Cc1ccc(C(=O)NC(=S)Nc2cccc(NC(=O)c3ccccc3Cl)c2)cc1[N+](=O)[O-]
→ -2	3	-1	3	4	15	-6	1	-7	17

Other compounds:
Values run as follows: ADAM17 inh	PLC-gamma1 inh	PLCb3 inh	ADAM10 inh	SIAE inh	ASAP1 inh	DDE Tn7 FP inh	TDP2 inh	DDE Tn6 FP inh	ARFGAP1 inhibitor
> Cc1noc(C)c1COC(=O)c1cc(S(=O)(=O)N2CCOCC2)ccc1F
→ 0	2	-4	1	3	9	-4	-9	-4	2
> Cc1cc(Cl)c2oc(C(=O)N(C)Cc3cc(C)[nH]n3)c(C)c2c1
→ -2	1	-8	1	-9	-9	5	15	-3	5
> CCOc1cc2[nH]c(=O)n(Cc3ccccc3)c(=O)c2cc1OCC
→ -3	7	5	-4	-5	-8	-2	0	-2	-3
> CC(NC(=O)Cc1ccc(F)cc1)C(c1cccs1)N1CCN(C)CC1 (stereo not drawn)
→ 1	7	6	1	3	5	-3	-2	7	0
> COC(=O)c1ccc(N=NN2CCCCC2)cc1
→ -2	-2	5	0	0	9	5	4	4	-3
> CCOC(=O)CCc1c(C)nc2c(c(C)nn2-c2ccc(C)cc2)c1C
→ -13	-9	-17	-15	0	2	-1	-6	3	2
> CCOC(=O)c1oc2ccccc2c1NC(=O)c1cccc(OC)c1
→ 3	1	-2	8	-12	-1	-10	0	-3	8
> Cc1ccc(NC(=O)c2sccc2C)nc1
→ -3	7	-4	1	0	-4	4	11	-4	-5
> CN(C)c1ccc(CNS(=O)(=O)c2ccc3c(c2)C(C)(C)C(=O)N3C)cc1
→ 1	-3	0	-2	9	4	-4	0	5	-6
> CN(C)CC(=O)N[C@H]1C[C@@H]2O[C@@H](CO)CC[C@@H]2O[C@@H]1CCc1ccc(C2=CCCCC2)cc1
→ -1	-2	3	1	0	.	-1	3	-2	.
> CCCCc1nnc(NC(=O)CSc2nc(=O)cc(N)n2-c2ccccc2)s1
→ -2	-1	1	6	1	-4	-3	0	4	6
> COCCn1c(SCc2nc3ccccc3c(=O)[nH]2)nc2ccccc2c1=O
→ -4	-1	-3	-2	-2	-10	6	4	2	-4
> Cc1[nH]c2ccccc2c1C(=O)C(=O)NCc1nnnn1-c1ccc(F)cc1
→ -5	2	0	-7	1	-17	10	-1	4	3
> O=C(COc1ccc(NS(=O)(=O)c2ccc(F)cc2)cc1)N1CCOCC1
→ -3	-2	0	1	4	6	8	12	0	1
> COc1cccc(NC(=O)COC(=O)C2C3CC4OC(=O)C2C4C3)c1 (stereo not drawn)
→ -3	-3	-8	-5	15	9	1	12	-8	5
> COc1ccc(C(=O)NNC(=S)NC(=O)/C=C/c2cccs2)cc1
→ 2	0	0	3	-5	5	-3	-1	-9	-6
> Cc1cccc(NC(=O)c2nc(S(=O)(=O)Cc3ccccc3)ncc2Cl)c1
→ -2	3	-2	-20	3	9	1	4	0	0
> CSc1ccc(CN2CCC(Oc3ccc(C(=O)N4CCCC4)cc3)CC2)cc1
→ -3	2	-7	-9	-1	8	-1	-7	4	7
> O=C(NCc1ccco1)c1cc2ccc(O)cc2oc1=O
→ i	i	i	i	7	11	0	-6	4	2
> O=C(Nc1ccccc1O)c1nc(Cl)ccc1Cl
→ 3	2	2	5	5	11	-2	-3	-7	10

Copied from the list.
`O=C(NCc1ccco1)c1cc2ccc(O)cc2oc1=O` in ASAP1 inh reads 11
`Cc1ccc(NC(=O)c2sccc2C)nc1` in PLC-gamma1 inh reads 7

(continued)
Key to letters – A = ADAM17 inh; B = PLC-gamma1 inh; C = PLCb3 inh; D = ADAM10 inh; E = SIAE inh; F = ASAP1 inh; G = DDE Tn7 FP inh; H = TDP2 inh; I = DDE Tn6 FP inh; J = ARFGAP1 inhibitor
> Cc1cccc(C(=O)OCC(=O)Nc2sc3c(c2C#N)CCC3)c1
  A: -6; B: -1; C: -1; D: -4; E: -3; F: 0; G: 0; H: 7; I: 4; J: 3
> OC(CCCN1CCCCC1)(c1ccccc1)c1ccc(C(F)(F)F)cc1 (stereo not drawn)
  A: -3; B: 3; C: 1; D: -10; E: -6; F: 0; G: 2; H: -1; I: 0; J: -2
> COCC(=O)Nc1ccc(S(=O)(=O)NCC2CCCO2)cc1 (stereo not drawn)
  A: -3; B: 1; C: -4; D: -4; E: -1; F: -12; G: 3; H: -4; I: 9; J: -7
> O=C(Nc1cccc(Cl)c1)Nc1nc(-c2ccccc2)cs1
  A: 4; B: 8; C: 6; D: 3; E: -1; F: -8; G: 0; H: -14; I: -4; J: 13
> CCc1cc(C(=O)N2CCCC(CCC(=O)NCc3cccc(OC)c3)C2)no1 (stereo not drawn)
  A: 1; B: 1; C: 0; D: -7; E: 0; F: 11; G: -8; H: -7; I: 2; J: 3
> O=C(NCCN1CCN(c2ccccc2)CC1)c1cccc(Cl)c1
  A: -4; B: 0; C: 0; D: 2; E: -3; F: -10; G: -4; H: -4; I: 5; J: 13
> CC(C)C(NC(=O)C1CCC(C(C)(C)C)CC1)C(=O)NCCc1ccc(S(N)(=O)=O)cc1 (stereo not drawn)
  A: 1; B: 4; C: 6; D: 14; E: -3; F: -5; G: -8; H: -16; I: 0; J: -4
> CC(=O)OCCN(Cc1ccccc1)Cc1ccc2c(c1)OCO2
  A: 2; B: 5; C: 4; D: 3; E: 5; F: 5; G: -3; H: -6; I: -1; J: 10
> COc1ccc(CC(NC(C)=O)C(=O)NC2CCN(C(=O)NCc3ccccc3)CC2)cc1OC (stereo not drawn)
  A: 0; B: 3; C: 6; D: -1; E: 6; F: -7; G: 4; H: -11; I: 1; J: -2
> Oc1c(C(c2ccco2)N2CCOCC2)sc2ncnn12 (stereo not drawn)
  A: -2; B: -11; C: -17; D: -3; E: 1; F: -7; G: -5; H: -12; I: -1; J: -2
> Cc1cc(C(F)(F)F)c(C#N)c(SCC(=O)NC(C)(C)C)n1
  A: -5; B: -1; C: 0; D: -15; E: -3; F: -10; G: 8; H: -4; I: 10; J: -3
